Screens: PubChem, several laboratories
HTR5A inv ag – counter-screen for OPRM1-OPRD1 inverse agonists: human HTR5A inverse agonism | inhibition, % at 9.3 µM | AID 504634 | 340,000 compounds, 0.083% hits | P47898 | HTR5A cell line, luminescence; in the data active = inhibition mostly above about 23%, no sharp cut-off; inactive = mostly below about 18%;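 also: 0% = cells with DMSO and 100% = no-cell wells with DMSO; some compounds called inactive have numbers as strong as hits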
phage Ecoli inh – E. coli growth loss with phage present | inhibition, % at 11.9 µM | growth absorbance | 360,000 compounds, 0.26% hits; in the data active = inhibition above about 11%
MOR-DOR inv ag – inverse agonists of human mu-delta opioid receptor heterodimerization. P35372+P41143. cell-based MOR-DOR heterodimer luminescence, inverse agonism. inhibition, % at 9.3 µM. 340,000 compounds, 0.21% hits; in the data active = inhibition above about 22%, passing the limit was not always enough;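 also: 0% = cells with DMSO and 100% = wells without cells with DMSO; values of inactives mirror those of a sister screen read the other way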
HTR5A ag ctr – activates human HTR5A in OPRM1-OPRD1 agonist counter-screen. 340,000 compounds, 0.61% hits. AID 504692. HTR5A agonist assay, luminescence, cell-based. P47898. activation, % at 9.3 µM; in the data active = activation mostly above about 9.5%, no sharp cut-off; inactive = mostly below about 7.6%;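 also: 0% = cells with vehicle only and 100% = reference agonist; strong numbers were not always called active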
AddAB inh – less growth of phage-infected E. coli with AddAB; AID 435030; 330,000 compounds, 0.29% hits; E. coli expressing H. pylori AddAB, absorbance growth; inhibition, % at 11.9 µM; in the data active = inhibition above about 12%;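 also: 0% = vehicle wells of infected cells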
OPRM1-OPRD1 ag – OPRM1-OPRD1 heterodimerization agonism; 340,000 compounds, 0.3% hits; activation, % at 9.3 µM; P35372+P41143; cells, luminescence; in the data active = activation above about 18%;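 also: 0% = vehicle-treated cells and 100% = reference agonist; values of inactives mirror those of a sister screen read the other way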
Mot1-301 SUMO – SUMOylation pathway inhibition by Mot1-301 growth rescue; 320,000 compounds, 1% hits; growth rescue, % at 18.8 µM; S. cerevisiae Mot1-301 growth rescue, ATP luminescence, 38.5C; percent above DMSO median, 100 means doubled;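 active = every valid replicate shows activation above 250% relative to neutral control wells; inactive = the rest, any valid replicate at or below 250%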;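 also: OY570 slx delta 5 strain wells were the positive control but not used for scaling; some compounds called inactive have numbers as strong as hits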
PfHsp90 set2 – inhibits growth of yeast expressing Plasmodium falciparum Hsp90 | S. cerevisiae expressing PfHsp90, BacTiter-Glo ATP, 48 h; yeast lacking PDR1 and PDR3 efflux regulators | inhibition, % at 9.4 µM | 310,000 compounds, 0.32% hits | AID 504621;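 active = every replicate shows inhibition above about 80%, whatever the replicate mean, limit read from the data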;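 also: 0% = DMSO neutral controls and 100% = 20 µM radicicol positive controls; yeast relying on Plasmodium falciparum Hsp90 in place of its own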
Ecoli viability – counter-screen for AddAB inhibitors: E. coli growth inhibition; E. coli V3065 growth, OD600 absorbance, 18 h; inhibition, % at 11.9 µM; 330,000 compounds, 0.27% hits; AID 449728;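 active = inhibition above the campaign's mean inhibition across all tested compounds plus 3 SD, cut at about 9.9% in these data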;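 also: uninfected addAB+ strain grown without phage in ampicillin broth; 0% = DMSO wells and 100% = ciprofloxacin 0.95 µg/ml wells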
PKA-R1A activ – PKA-R1A complex activation. AID 504707. P00514+P68181. PKA-R1A dissociation, Cy5-IP20 fluorescence polarization; scaled: DMSO 0%, 113 µM cGMP 100%. 340,000 compounds, 0.083% hits. activation, % at 11.4 µM;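 active = percent activation above the mean of all tested compounds plus 3 SD, cut at about 19% in these data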;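 also: higher means more PKAc released from R1A so a rise in polarization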
DSG3 Ab inh – inhibitors of pemphigus antibody binding to human desmoglein-3. binding (percent of control), % at 10 µM. DSG3-coupled beads, scFv-anti-DSG3-GFP binding, flow cytometry; stronger effect = lower value. 310,000 compounds, 0.48% hits. P32926;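 active = binding more than 3 SD below its plate's average and above zero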; also: some compounds called inactive have numbers as strong as hits
Target sequence (P32926 whole entry, looked up): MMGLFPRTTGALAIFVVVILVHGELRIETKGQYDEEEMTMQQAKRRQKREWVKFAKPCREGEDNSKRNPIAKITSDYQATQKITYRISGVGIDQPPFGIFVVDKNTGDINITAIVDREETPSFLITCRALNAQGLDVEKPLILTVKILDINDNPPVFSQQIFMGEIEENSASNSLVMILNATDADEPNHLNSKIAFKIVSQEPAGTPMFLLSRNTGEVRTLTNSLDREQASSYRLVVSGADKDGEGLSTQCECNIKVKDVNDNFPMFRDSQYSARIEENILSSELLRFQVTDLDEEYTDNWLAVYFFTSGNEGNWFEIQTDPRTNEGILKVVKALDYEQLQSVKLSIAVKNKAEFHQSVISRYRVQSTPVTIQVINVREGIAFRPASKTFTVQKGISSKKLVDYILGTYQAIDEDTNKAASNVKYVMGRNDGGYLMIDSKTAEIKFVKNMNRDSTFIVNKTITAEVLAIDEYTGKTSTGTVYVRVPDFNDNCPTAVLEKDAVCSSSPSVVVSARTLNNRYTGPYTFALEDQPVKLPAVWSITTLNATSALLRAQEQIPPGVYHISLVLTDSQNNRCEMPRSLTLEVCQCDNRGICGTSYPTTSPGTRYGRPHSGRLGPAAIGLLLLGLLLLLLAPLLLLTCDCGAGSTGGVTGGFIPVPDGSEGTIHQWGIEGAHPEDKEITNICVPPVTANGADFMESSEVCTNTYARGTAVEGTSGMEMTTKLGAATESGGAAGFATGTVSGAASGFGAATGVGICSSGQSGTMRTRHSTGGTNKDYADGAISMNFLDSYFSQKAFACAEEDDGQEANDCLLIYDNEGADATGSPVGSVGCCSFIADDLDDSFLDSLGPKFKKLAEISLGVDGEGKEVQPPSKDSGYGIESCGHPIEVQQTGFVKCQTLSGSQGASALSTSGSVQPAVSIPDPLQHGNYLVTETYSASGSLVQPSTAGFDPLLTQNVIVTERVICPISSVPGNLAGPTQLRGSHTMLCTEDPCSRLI
* hit, by the source's call.

CC(=O)c1sc(-c2ccccc2)cc1NS(=O)(=O)c1ccc(C)cc1 was read as HTR5A inv ag -21, phage Ecoli inh 0.4, MOR-DOR inv ag 12, HTR5A ag ctr -2, AddAB inh -1.6, OPRM1-OPRD1 ag -2.3, Mot1-301 SUMO -5, PfHsp90 set2 2, Ecoli viability 1.3, PKA-R1A activ -3 and DSG3 Ab inh 113.
`O=C(Nc1ccc2c(c1)C(=O)OC2)c1ccc(Cl)cc1Cl` gave HTR5A inv ag 12, phage Ecoli inh 2.0, MOR-DOR inv ag 1, HTR5A ag ctr -6, AddAB inh 4.5, OPRM1-OPRD1 ag -0.1, Mot1-301 SUMO -15, PfHsp90 set2 9, Ecoli viability 1.8, PKA-R1A activ -6 and DSG3 Ab inh 93.
`CC(C)C(=O)Nc1ccc2c(c1)oc1ccccc12` gave HTR5A inv ag -5, phage Ecoli inh 1.3, MOR-DOR inv ag 9, HTR5A ag ctr 6, AddAB inh -0.4, OPRM1-OPRD1 ag -1.5, Mot1-301 SUMO 1, PfHsp90 set2 19, Ecoli viability -0.1, PKA-R1A activ 3 and DSG3 Ab inh 87.
For CC(CN1CCN(C)CC1)OC(=O)c1ccc(F)cc1 (configuration not stated) the results were HTR5A inv ag -9, phage Ecoli inh 1.5, MOR-DOR inv ag 15, HTR5A ag ctr 3, AddAB inh -0.9, OPRM1-OPRD1 ag -3.2, Mot1-301 SUMO -5, PfHsp90 set2 -8, Ecoli viability -0.9, PKA-R1A activ 8 and DSG3 Ab inh 98.
`Cc1oc2cc3oc(=O)c4c(c3cc2c1C)CCC4` gave HTR5A inv ag 1, phage Ecoli inh 0.6, MOR-DOR inv ag 9, HTR5A ag ctr 0, AddAB inh 1.1, OPRM1-OPRD1 ag -1.7, PfHsp90 set2 -21, Ecoli viability 0.8, PKA-R1A activ -12 and DSG3 Ab inh 95.
Screening Cc1cc(C)n2nc(CNS(=O)(=O)c3ccc(F)c(C)c3)nc2n1 returned HTR5A inv ag -9, phage Ecoli inh 0.8, MOR-DOR inv ag 6, HTR5A ag ctr 2, AddAB inh -0.3, OPRM1-OPRD1 ag -1.1, Mot1-301 SUMO -3, PfHsp90 set2 11, Ecoli viability -1.6, PKA-R1A activ 6 and DSG3 Ab inh 96.
O=C(c1ccc(Cn2cc(Cl)cn2)o1)N1CCN(Cc2ccc3c(c2)OCO3)CC1 was read as HTR5A inv ag -2, MOR-DOR inv ag 4, HTR5A ag ctr 1, AddAB inh 4.2, OPRM1-OPRD1 ag -1.0, Mot1-301 SUMO 7, PfHsp90 set2 7, Ecoli viability 3.8, PKA-R1A activ -11 and DSG3 Ab inh 107.
CCCN(C(=O)CSc1n[nH]c(-c2ccc(OC)cc2)n1)c1c(N)n(Cc2ccccc2)c(=O)[nH]c1=O was read as HTR5A inv ag -25, phage Ecoli inh 0.7, MOR-DOR inv ag -3, HTR5A ag ctr 3, AddAB inh 0.3, OPRM1-OPRD1 ag 0.5, Mot1-301 SUMO 1, PfHsp90 set2 6, Ecoli viability -0.6, PKA-R1A activ 3 and DSG3 Ab inh 105.
Screening N#Cc1c(-c2ccccc2)cc(-c2ccccc2)nc1SCC(=O)O returned HTR5A inv ag 13, phage Ecoli inh 0.2, MOR-DOR inv ag 15, HTR5A ag ctr -3, AddAB inh -0.7, OPRM1-OPRD1 ag -3.2, Mot1-301 SUMO 45, PfHsp90 set2 30, Ecoli viability -0.9, PKA-R1A activ 9 and DSG3 Ab inh 102.
Screening Cc1ccnc(NC(=O)CCC(=O)c2cc(C)sc2C)c1 returned HTR5A inv ag 9, phage Ecoli inh 3.5, MOR-DOR inv ag 1, HTR5A ag ctr -2, AddAB inh 2.0, OPRM1-OPRD1 ag -0.2, Mot1-301 SUMO 2, PfHsp90 set2 13, Ecoli viability -1.2, PKA-R1A activ 10 and DSG3 Ab inh 171.
For CCCC(=O)Nc1nc2ccc(C(=O)OCC)cc2s1 the results were HTR5A inv ag -15, phage Ecoli inh 3.6, MOR-DOR inv ag -16, HTR5A ag ctr 5, AddAB inh -2.8, OPRM1-OPRD1 ag 3.0, Mot1-301 SUMO -10, PfHsp90 set2 -11, Ecoli viability -1.8, PKA-R1A activ -3 and DSG3 Ab inh 98.
COc1ccccc1CCC(=O)NC1CCCN(c2ccc(C(F)(F)F)cn2)C1 (configuration not stated) was read as HTR5A inv ag -19, phage Ecoli inh -0.7, MOR-DOR inv ag 12, HTR5A ag ctr -1, AddAB inh 0.8, OPRM1-OPRD1 ag -2.3, Mot1-301 SUMO 18, PfHsp90 set2 -8, Ecoli viability -1.3, PKA-R1A activ -10 and DSG3 Ab inh 98.
`COc1ccc(C=O)cc1COc1c(F)c(F)cc(F)c1F` gave HTR5A inv ag -16, phage Ecoli inh 0.0, MOR-DOR inv ag -4, HTR5A ag ctr -1, AddAB inh 1.3, OPRM1-OPRD1 ag 0.7, Mot1-301 SUMO 2, PfHsp90 set2 -5, Ecoli viability 1.2, PKA-R1A activ -3 and DSG3 Ab inh 96.
`COc1ccc(CC(=O)Nc2ccc(C(=O)NC(C)(C)C)cc2)cc1` gave HTR5A inv ag -9, phage Ecoli inh -0.6, MOR-DOR inv ag 7, HTR5A ag ctr 1, AddAB inh 1.7, OPRM1-OPRD1 ag -1.1, Mot1-301 SUMO 343, PfHsp90 set2 10, Ecoli viability 2.8, PKA-R1A activ 1 and DSG3 Ab inh 86.
For CC1(C)NC(=O)N(CN2C(=O)NC(C)(C)C2=O)C1=O the results were HTR5A inv ag 13, phage Ecoli inh 1.1, MOR-DOR inv ag 6, HTR5A ag ctr 0, AddAB inh 4.5, OPRM1-OPRD1 ag -1.3, Mot1-301 SUMO -5, PfHsp90 set2 22, Ecoli viability 0.6 and PKA-R1A activ 4.
Screening c1ccc(NC2=NCCN2CC2CCCCC2)cc1 returned HTR5A inv ag 11, phage Ecoli inh 3.1, MOR-DOR inv ag 12, HTR5A ag ctr 1, AddAB inh 2.4, OPRM1-OPRD1 ag -2.1, Mot1-301 SUMO -9, PfHsp90 set2 4, Ecoli viability 0.9, PKA-R1A activ -14 and DSG3 Ab inh 94.
`COc1ccc(S(=O)(=O)N(CC(=O)NCc2ccccn2)Cc2ccccc2)cc1` gave HTR5A inv ag 0, phage Ecoli inh 1.8, MOR-DOR inv ag -19, HTR5A ag ctr 0, AddAB inh 0.6, OPRM1-OPRD1 ag 2.3, Mot1-301 SUMO -21, PfHsp90 set2 4, Ecoli viability 1.0, PKA-R1A activ -7 and DSG3 Ab inh 99.
For COC(=O)NCc1cc2cc(Cl)ccc2[nH]1 the results were HTR5A inv ag 1, phage Ecoli inh 2.2, MOR-DOR inv ag 3, HTR5A ag ctr 0, AddAB inh 0.3, OPRM1-OPRD1 ag -0.5, Mot1-301 SUMO -6, PfHsp90 set2 -9, Ecoli viability 1.3, PKA-R1A activ -9 and DSG3 Ab inh 107.
For O=c1c(-c2ccc(O)cc2)coc2cc(OC3OC(CO)C(O)C(O)C3O)cc(O)c12 (configuration not stated) the results were HTR5A inv ag -2, phage Ecoli inh 2.7, MOR-DOR inv ag 6, HTR5A ag ctr -1, AddAB inh 2.8, OPRM1-OPRD1 ag -1.3, Mot1-301 SUMO 8, PfHsp90 set2 6, Ecoli viability 1.2, PKA-R1A activ -1 and DSG3 Ab inh 102.
`O=C(c1cccc(F)c1)N1CCN(C2CCCCC2)CC1` gave HTR5A inv ag -3, phage Ecoli inh 1.1, MOR-DOR inv ag 10, HTR5A ag ctr 4, AddAB inh 4.5, OPRM1-OPRD1 ag -1.7, Mot1-301 SUMO 5, PfHsp90 set2 -26, Ecoli viability -1.2, PKA-R1A activ -8 and DSG3 Ab inh 103.

Overlap with the part before: 2 entries; new compounds follow.
For O=c1c(-c2ccc(O)cc2)coc2cc(OC3OC(CO)C(O)C(O)C3O)cc(O)c12 (configuration not stated) the results were HTR5A inv ag -2, phage Ecoli inh 2.7, MOR-DOR inv ag 6, HTR5A ag ctr -1, AddAB inh 2.8, OPRM1-OPRD1 ag -1.3, Mot1-301 SUMO 8, PfHsp90 set2 6, Ecoli viability 1.2, PKA-R1A activ -1 and DSG3 Ab inh 102.
`O=C(c1cccc(F)c1)N1CCN(C2CCCCC2)CC1` gave HTR5A inv ag -3, phage Ecoli inh 1.1, MOR-DOR inv ag 10, HTR5A ag ctr 4, AddAB inh 4.5, OPRM1-OPRD1 ag -1.7, Mot1-301 SUMO 5, PfHsp90 set2 -26, Ecoli viability -1.2, PKA-R1A activ -8 and DSG3 Ab inh 103.
Screening CN1C[C@@H]2C[C@@H](c3ccc(C#CC(C)(C)O)s3)N3CCC[C@@]23C1=O returned HTR5A inv ag 4, phage Ecoli inh 3.9, MOR-DOR inv ag 14, HTR5A ag ctr -2, AddAB inh 2.2, OPRM1-OPRD1 ag -2.8, Mot1-301 SUMO -25, PfHsp90 set2 18, Ecoli viability -0.5, PKA-R1A activ -2 and DSG3 Ab inh 99.
For COc1ccc(OCC(O)CNCc2ccco2)cc1 (configuration not stated) the results were HTR5A inv ag 19, phage Ecoli inh 4.8, MOR-DOR inv ag 6, HTR5A ag ctr -7, AddAB inh 2.7, OPRM1-OPRD1 ag -1.1, Mot1-301 SUMO -18, PfHsp90 set2 -20, Ecoli viability 4.4, PKA-R1A activ -5 and DSG3 Ab inh 105.
`Nc1nnc(CC(=O)Nc2ccccc2)s1` gave phage Ecoli inh 1.9, AddAB inh 4.7, Mot1-301 SUMO 5, PfHsp90 set2 2, Ecoli viability -2.0 and DSG3 Ab inh 99.
Screening O=C(N/N=C/c1ccccc1Cl)c1n[nH]c2c1CCCC2 returned HTR5A inv ag -20, phage Ecoli inh 4.8, MOR-DOR inv ag -11, HTR5A ag ctr 4, AddAB inh -1.4, OPRM1-OPRD1 ag 1.8, Mot1-301 SUMO -22, PfHsp90 set2 -10, Ecoli viability -3.9, PKA-R1A activ 8 and DSG3 Ab inh 93.
`Cc1ccc(C)c(S(=O)(=O)Nc2cc3c4c(c2)CCC(=O)N4CCC3)c1` gave HTR5A inv ag 11, phage Ecoli inh -2.3, MOR-DOR inv ag 15, HTR5A ag ctr 0, AddAB inh 0.4, OPRM1-OPRD1 ag -3.0, Mot1-301 SUMO -14, PfHsp90 set2 5, Ecoli viability 0.5, PKA-R1A activ -12 and DSG3 Ab inh 104.
For Cc1ccc(S(=O)(=O)n2nc(OC(=O)c3cccs3)cc2N)cc1 the results were HTR5A inv ag 6, phage Ecoli inh 0.8, MOR-DOR inv ag 17, HTR5A ag ctr -2, AddAB inh -0.6, OPRM1-OPRD1 ag -3.3, Mot1-301 SUMO 11, PfHsp90 set2 -14, Ecoli viability -0.7 and PKA-R1A activ -13.
`Cc1ccc(C2(c3noc(CN4CCC(c5ccncc5)CC4)n3)CCCC2)cc1` gave HTR5A inv ag 13, phage Ecoli inh 2.4, MOR-DOR inv ag -48, HTR5A ag ctr -5, AddAB inh 0.4, OPRM1-OPRD1 ag 6.7, Mot1-301 SUMO -21, PfHsp90 set2 10, Ecoli viability -0.1, PKA-R1A activ -12 and DSG3 Ab inh 92.
`Cc1nc(-c2ccccc2)cc(-c2ccccc2)n1` gave HTR5A inv ag 6, phage Ecoli inh -0.2, MOR-DOR inv ag -11, HTR5A ag ctr -2, AddAB inh 2.6, OPRM1-OPRD1 ag 2.3, Mot1-301 SUMO -10, PfHsp90 set2 -23, Ecoli viability 0.0 and PKA-R1A activ -10.
